Screening results deposited in PubChem by several laboratories.
MC4R antagonist = antagonists of human melanocortin 4 receptor (MC4R) | P32245 | 0.48% of 360,000 active | MC4R-expressing cells, MTII-stimulated cAMP, LANCE TR-FRET | inhibition, % at 6.5 µM;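 active = inhibition above its plate's cutoff, the mean of tested wells on that plate plus 3 SD, cut at about 29% in these data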;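 also: 0% = Melanotan II alone and 100% = Melanotan II plus saturating MCL0020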
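Material: human MC4R-expressing U2OS cells. Probe or stimulus: Melanotan II challenge. Dosing: 6.5 µM single dose. Times: 30-min compound, 1-h challenge, 1-h detection, room temperature. Technique: TR-FRET with Eu-cAMP and labeled anti-cAMP, 671 nm. Replication: singlicate.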
Exocytosis inh = lytic granule exocytosis inhibition. 0.66% of 360,000 active. TALL-104 LAMP-1 surface exposure, flow cytometry; cells stimulated with thapsigargin and PMA. inhibition, % at 10 µM;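 active = inhibition above about 55%, limit read from the data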
aDG glyco act = alpha-DG glycosylation activation. Pro5-aDG cells, alpha-DG glycosylation AlphaScreen (IIH6); 0% Pro5, 100% B10-LARGE cell signal. 0.22% of 360,000 active. activation, % at 10 µM;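 active = activation of at least 8% versus controls, or a plate z-score of at least 8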;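 also: Pro5 are CHO cells carrying HIG-tagged alpha-DG that lacks glycosylation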
TLR9-MyD88 inh = TLR9-MyD88 interaction inhibition | inhibition, % at 4.98 µM | CHO BLA complementation TLR9-MyD88, CCF4 FRET ratio | Q9NR96+Q99836 | 0.21% of 340,000 active;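 active = inhibition above the mean over all tested compounds plus 3 SD, cut at about 21% in these data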;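 also: 0% = DMSO only wells and 100% = clavulanate BLA inhibitor control wells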
Vif imaging = HIV Vif inhibition. inhibition, % at 7.49 µM. 0.35% of 340,000 active. HEK293T cells, Vif self-association by quenched fluorescence, imaging, 24 h; in the data active = inhibition above about 50%, passing the limit was not always enough; also: some results filed as inactive read as strong as hits
MC4R barr agon = human MC4R agonism via beta-arrestin; U2OS MC4R beta-arrestin complementation, luminescence; percent of melanotan II response, DMSO zero; activation, % at 8.9 µM; 0.98% of 360,000 active; P32245; AID 540308;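 active = activation above a per-plate cutoff, the mean activation of sample wells on that plate plus 3 SD, cut at about 8% in these data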
Glyco luc inh = blocks N-linked glycosylation in D54 reporter cells. D54 ERlucT glycosylation luciferase reporter, 24 h; percent of 100 nM tunicamycin response. reporter increase, % at 12.5 µM. 0.23% of 360,000 active;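 active = mean luciferase reporter signal, scaled so untreated is 0 and the glycosylation-blocking control 100, at or above a set limit in every replicate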;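 also: luciferase carries N-glycosylation sites so blocking glycosylation raises the light; 0% = median of neutral control wells and 100% = median of 100 nM tunicamycin wells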
ABHD5-PLIN5 inh = ABHD5-PLIN5 protein interaction inhibition; Split G. princeps luciferase complementation, luminescence, 4 h; 0.78% of 360,000 active; inhibition, % at 4 µM; AID 602281;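 active = inhibition above the mean inhibition across every tested compound plus 3 SD, cut at about 22% in these data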;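 also: 0% = DMSO only wells and the 100% control is not disclosed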
Target sequence (Q00G26 whole entry, looked up): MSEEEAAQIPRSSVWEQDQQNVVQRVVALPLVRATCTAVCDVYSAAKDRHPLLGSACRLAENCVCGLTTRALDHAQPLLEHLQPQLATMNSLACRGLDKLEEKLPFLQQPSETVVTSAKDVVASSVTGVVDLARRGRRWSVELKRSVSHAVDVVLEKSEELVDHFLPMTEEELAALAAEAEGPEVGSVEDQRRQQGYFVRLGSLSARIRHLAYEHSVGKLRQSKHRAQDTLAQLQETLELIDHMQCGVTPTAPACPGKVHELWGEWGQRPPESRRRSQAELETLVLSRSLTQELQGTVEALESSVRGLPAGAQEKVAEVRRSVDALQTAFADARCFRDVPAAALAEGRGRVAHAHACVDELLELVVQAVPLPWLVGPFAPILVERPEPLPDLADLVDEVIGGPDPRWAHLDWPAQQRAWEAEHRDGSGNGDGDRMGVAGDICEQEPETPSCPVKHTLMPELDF
Target sequence (Q8WTS1 whole entry, looked up): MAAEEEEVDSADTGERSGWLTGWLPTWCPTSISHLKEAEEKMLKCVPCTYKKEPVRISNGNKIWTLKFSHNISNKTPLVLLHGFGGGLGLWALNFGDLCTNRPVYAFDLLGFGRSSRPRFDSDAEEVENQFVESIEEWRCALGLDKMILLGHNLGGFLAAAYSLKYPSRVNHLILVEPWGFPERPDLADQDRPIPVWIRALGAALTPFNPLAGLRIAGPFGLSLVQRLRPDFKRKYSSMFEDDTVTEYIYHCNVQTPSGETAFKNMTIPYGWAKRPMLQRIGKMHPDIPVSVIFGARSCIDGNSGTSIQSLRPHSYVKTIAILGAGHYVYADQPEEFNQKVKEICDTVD
NOD2-RIPK2 inh = NOD2-RIPK2 protein interaction inhibition | 0.38% of 360,000 active | CHO BLA complementation NOD2-RIPK2, CCF4 ratio | AID 624267 | O43353 | inhibition, % at 4.98 µM; in the data active = inhibition above about 21%;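 also: 0% = vehicle only and 100% = reference blocker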
ABCB6 inh 2 = inhibitors of human ABC transporter ABCB6; Q9NP58; K562-ABCB6 porphyrin accumulation, flow cytometry, 1 h; stronger effect = lower value; fluorescence ratio to DMSO, % at 10 µM; 0.19% of 360,000 active;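 active = fluorescence ratio to DMSO below 75%, the collection mean minus 3 SD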;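 also: signal is porphyrin accumulated inside mitochondria; 100% equals median channel fluorescence of DMSO control wells; lower ratio means ABCB6 inhibition with less porphyrin fluorescence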
Active calls of the source: *; . = not tested or not shown. A portion of the library; rates above refer to the full screens.

no.	canonical_smiles	MC4R antagonist	Exocytosis inh	aDG glyco act	TLR9-MyD88 inh	Vif imaging	MC4R barr agon	Glyco luc inh	ABHD5-PLIN5 inh	NOD2-RIPK2 inh	ABCB6 inh 2
1	Cc1ccc(CN2CCC(C(=O)NCCC(C)C)CC2)o1	8.3	-1.5	0.3	-2.6	-2.2	2.3	0.3	3.4	0.6	85.0
2	CN(C)c1cccc(NC(=O)C2Cc3c(-c4ccccc4Oc4ccccc4)ccnc3O2)c1 (configuration not stated)	0.9	3.5	-0.2	.	-2.0	1.1	-3.7	9.7	-5.0	97.0
3	CC1CN(C(=O)COC(=O)c2ccc(Cl)nc2)CC(C)O1 (configuration not stated)	3.9	0.6	0.3	-5.0	0.2	-1.3	0.5	6.8	-12.7	89.0
4	CC(C)CCNC(=O)C1CC(c2cccc([N+](=O)[O-])c2)=NO1 (configuration not stated)	9.4	5.4	0.0	-7.5	-2.7	-1.9	0.5	-4.5	0.7	96.0
5	CSc1nc(N(C)C)nc(N(C)C#N)n1	-4.8	3.0	0.3	2.7	1.2	-4.6	1.6	4.7	-13.0	91.0
6	Cc1nn(-c2ccccc2)cc1/C=N/NC(=O)c1cccs1	8.7	5.0	0.0	-12.8	-4.6	-1.0	0.9	-1.1	-8.2	99.0
7	O=C(NCCCn1ccnc1)C(Cc1ccccc1)N1C(=O)c2ccccc2C1=O (configuration not stated)	0.7	2.0	0.1	3.1	1.5	-0.4	0.9	2.3	-2.9	95.0
8	CCOC(=O)c1cnc(-c2ccccc2)nc1Oc1ccc(OC)cc1	-2.2	-9.5	-0.3	2.2	7.7	-2.8	0.6	-1.8	-2.2	98.0
9	COc1cccc(NS(=O)(=O)c2ccc3c(c2)CCN3C(C)=O)c1	4.3	2.7	1.3	-1.2	-25.3	0.0	0.5	-5.7	-0.1	86.0
10	Nc1ccccc1SCc1cn2cccnc2n1	8.0	-4.0	-0.1	-1.9	-13.6	-1.6	-0.2	1.2	-0.3	95.0
11	COc1ccc(Cc2nnc(NS(=O)(=O)c3ccc(NC(C)=O)cc3)s2)cc1	7.6	1.2	0.2	-6.4	2.4	-1.4	-0.4	13.2	-11.3	88.0
12	CCN(c1ccccc1)c1cc2ccccc2c(=O)[nH]1	-5.5	11.8	-0.3	-2.5	-16.6	-0.1	2.7	-16.4	-13.6	99.0
13	Cc1c(C(=O)Nc2ccccc2)cn2c(nc3ccccc32)c1C#N	-9.3	4.3	0.4	4.0	3.3	-1.4	1.3	4.7	-1.4	92.0
14	Nc1nc(N2CCCCC2)nc(N2CCCCC2)n1	2.2	-1.5	0.0	0.4	-3.7	-2.1	1.9	-4.3	-4.7	103.0
15	COc1cc(NC(=O)CN2C(=O)NC(c3ccccc3)(c3ccccc3)C2=O)cc(OC)c1	3.6	5.2	0.3	-0.5	4.0	-2.2	2.0	4.5	-2.1	97.0
16	Cn1c(Cn2c(=O)sc3ccccc32)nnc1SCC(=O)N1CCCC1	-0.7	-4.2	-0.2	3.3	10.9	-0.8	0.8	-5.5	-3.0	99.0
17	CN(C)S(=O)(=O)c1cccc(C(=O)Nc2ccccc2Cl)c1	1.9	-3.5	-0.2	4.2	10.2	-1.6	-0.5	-2.1	-4.5	99.0
18	CC1=CC(=O)C(C(C)C)=C/C1=N/OC(=O)c1cccc([N+](=O)[O-])c1	4.1	6.0	0.2	-10.9	14.8	-2.5	-1.1	1.2	2.8	98.0
19	COc1c2ccoc2c(OC(C)=O)c2oc(C)cc(=O)c12	-2.6	10.8	-0.1	-5.8	-1.6	-0.3	-3.2	-11.2	1.9	80.0
20	C=CCNC(=O)c1n[nH]c2c1CC(C(C)(C)CC)CC2 (configuration not stated)	1.3	-5.3	0.6	-1.4	1.0	1.9	-3.2	-3.6	10.5	97.0
21	CN(CC(=O)Nc1c(Cl)cccc1Cl)C(=O)Cc1ccsc1	-0.7	3.9	0.0	-7.9	9.2	-3.3	0.9	-3.8	4.2	103.0
22	CN1CCN(Cc2nc(-c3cccs3)no2)CC1c1ccccc1 (configuration not stated)	18.8	3.3	-0.1	-9.3	2.9	1.8	1.5	2.4	-17.4	103.0
23	COc1ccc2c(c1)C(=O)Nc1cc(Cl)ccc1N2	-3.2	-0.2	0.1	-1.6	-1.9	1.0	0.4	0.5	-5.6	92.0
24	Cc1cnc(NC(=O)CSc2nnc3ncccn23)s1	10.1	-0.1	-0.1	11.3	5.6	-1.2	3.6	-9.1	-9.6	90.0
25	COc1ccc(-c2cc3nc(NCC4CCCCC4)n(C)c(=O)c3s2)cc1OC	5.6	-7.2	-0.1	.	-17.7	4.7	-1.5	-7.7	0.1	97.0
26	CCOc1ccc(N2CC(=O)SC2=S)cc1	12.0	0.8	0.0	-9.6	14.5	1.9	3.6	-16.6	-5.0	99.0
27	COc1cccc(Cn2nc3c4cc(F)ccc4n(Cc4ccc(F)cc4)cc-3c2=O)c1	0.7	-0.4	0.0	-7.1	-10.0	0.3	3.0	-10.0	-0.7	105.0
28	CC1CCCN(CC(O)COCc2ccc3c(c2)OCO3)C1 (configuration not stated)	-3.9	-0.3	-0.1	0.1	7.1	3.2	1.5	4.7	-3.2	96.0
29	O=C(COC(=O)c1ccc(-c2ccc([N+](=O)[O-])cc2)o1)NC(=O)NC1CCCCC1	4.7	-1.2	-0.1	-2.0	-5.7	1.1	-1.5	-3.5	-6.7	98.0
30	COc1ccccc1-c1csc(NC(=O)c2ccc(N3C(=O)CCC3=O)cc2)n1	-6.8	-5.5	-0.1	-0.9	-6.1	0.1	-0.3	3.8	6.4	99.0
31	COc1ccc2cc(C(c3nnnn3C(C)(C)C)N3CCSCC3)c(=O)[nH]c2c1 (configuration not stated)	11.4	-6.5	0.0	-4.1	5.8	0.2	1.0	-25.2	-5.4	87.0
32	CCOC(=O)C1(CCOc2ccccc2)CCN(Cc2cc(OC)c(O)cc2Cl)CC1	5.4	84.5*	0.5	-3.7	-7.0	2.9	-2.5	-1.3	8.0	88.0
33	CCc1ccccc1OCC(=O)OCC(=O)c1c(N)n(C)c(=O)n(C)c1=O	12.8	2.7	-0.4	-11.8	-0.5	2.8	-0.8	-1.2	-6.0	92.0
34	CC(Oc1ccc(Cl)cc1)C(=O)Nc1ccc(S(=O)(=O)Nc2nccs2)cc1 (configuration not stated)	4.0	-1.3	0.1	1.4	-6.2	-0.9	1.5	-9.7	4.0	98.0
35	COc1cccc(C(=O)NCCS(=O)(=O)N2CCN(c3ccccc3)CC2)c1OC	2.3	-1.9	0.1	6.6	3.6	1.2	1.1	3.1	7.7	93.0
36	CCOC(=O)[C@H]1[C@H]2COc3ccc(OC)cc3[C@@H]2N2C(=O)c3ccccc3NC(=O)[C@@]12C	5.0	10.5	0.2	-3.3	6.7	0.0	-0.6	-4.8	-3.0	97.0
37	COc1cc(/C=N\NC(=O)CNC(=O)C(c2ccccc2)c2ccccc2)ccc1O	-2.4	1.3	-0.2	-4.3	3.7	0.5	0.0	3.1	-5.5	93.0
38	CCC(=O)N1CCc2cc(S(=O)(=O)N3CCc4ccccc4C3)ccc21	7.2	-3.7	0.2	6.3	8.4	-0.6	0.9	-0.5	9.5	95.0
39	O=C(Nc1ccc2c(c1)OCCO2)C1CCN(C(=O)c2ccc(Cl)cc2)CC1	-6.7	-3.0	-0.2	4.9	4.0	0.2	0.9	12.7	-7.3	97.0
40	COc1cc([N+](=O)[O-])ccc1NC(=O)CN1CCc2cc(OC)c(OC)cc2C1	-0.1	-2.4	-0.3	9.3	.	-1.2	-1.2	-2.3	-10.1	95.0
41	Cn1nnc2cc(C(=O)NC3CCCCC3)ccc21	-3.0	0.2	0.0	5.1	-13.4	-2.3	0.8	2.1	0.8	90.0
42	S=C(c1cn(CCOc2cccc3ccccc23)c2ccccc12)N1CCCC1	9.2	0.2	3.2	-16.6	-1.4	-2.4	-4.7	6.5	-11.6	91.0
43	COc1ccc2c3n(nc2c1)CCN=C3c1ccc(Cl)cc1	0.6	5.3	0.1	1.3	-3.6	-2.9	0.9	3.2	0.4	100.0
44	COc1ccc(C(=O)N2CCN(c3ccc(NC(=O)c4cccs4)cc3)CC2)cc1	-1.0	11.7	2.2	0.7	.	1.6	.	9.9	-0.1	100.0
45	O=C(Cc1cccs1)NCc1cccc(Br)c1	7.5	-7.6	0.2	-0.3	-5.0	-0.1	0.3	0.1	-1.6	86.0
46	CC(CCc1ccccc1)NC(=O)C(Cc1ccccc1)NC(N)=O (configuration not stated)	-1.1	-12.6	0.1	13.3	-1.8	0.0	-1.2	-5.0	-7.8	89.0
47	COc1ccc(OC)c(/C=C2\SC(=S)N(Cc3cccnc3)C2=O)c1	14.4	0.2	0.2	3.6	9.5	-3.0	5.2	1.5	-11.2	162.0
48	O=C(Cc1cccs1)N=Nc1c(O)[nH]c2ccc(Br)cc12	6.9	-4.9	0.1	-4.5	2.9	3.4	4.6	-6.9	-2.5	94.0
49	O=C(CN1C(=O)NC2(CCCC2)C1=O)N1CCN(Cc2ccccc2)CC1	-4.3	3.3	0.2	-4.1	-5.7	-0.9	-0.2	8.1	-5.0	93.0
50	CCCn1nnc(NC(=O)c2ccc3ccccc3c2)n1	0.0	-2.7	1.7	5.9	-11.0	0.1	-1.8	2.9	2.8	97.0
51	Clc1cccc(Cl)c1OCCCCN1CCCCC1	6.2	14.8	0.1	-4.0	6.3	0.9	3.0	-0.1	4.2	94.0
52	O=[N+]([O-])c1ccc2c(c1)-c1ccccc1C2=NO	-6.7	8.2	0.3	0.5	-16.4	-0.3	-3.8	-26.0	4.0	97.0
53	O=C(Nc1nc2cc3c(cc2s1)OCCO3)c1ccco1	2.6	5.5	0.1	-10.9	-0.2	1.6	-22.9	-1.0	-6.3	96.0
54	COC(=O)[C@H](C)NC(=O)Nc1ccc(OC)cc1OC	7.7	-6.6	4.7	1.6	-18.0	-1.5	-0.4	-0.6	-7.2	98.0
55	O=c1ccc(Cl)n[nH]1	9.5	8.2	0.3	1.8	-2.5	-2.9	0.3	2.7	2.2	102.0
56	FC(F)(F)c1cc(Oc2ccc(Cl)cc2)nc(-c2ccccn2)n1	-1.4	-0.3	0.2	3.5	12.9	2.6	0.3	-7.6	0.1	87.0
57	O=C(CSc1nnc(NC(=O)C2CC2)s1)Nc1ccccc1Cl	17.1	-7.8	0.1	-1.9	-1.3	2.9	-2.8	-2.1	-16.4	95.0
58	O=C1CSc2ccc(C(=O)N3CCCCC3)cc2N1	-3.1	14.8	0.0	2.2	14.0	-2.4	-1.6	-13.3	-1.2	104.0
59	CCC(=O)NCCNC(=O)c1c(SC)nsc1SC	5.0	-1.7	-0.2	-6.2	5.2	-1.7	0.1	-3.4	0.1	103.0
60	CCN(C(=O)COC(=O)c1ccccc1Cc1ccccc1)c1c(N)n(Cc2ccccc2)c(=O)[nH]c1=O	2.1	4.3	-0.4	0.5	1.7	-0.5	-1.7	4.3	-5.3	97.0
61	CCc1c(C)sc(NC(=S)N2CC(C)OC(C)C2)c1C(=O)OC (configuration not stated)	9.2	1.8	-0.1	6.8	-6.9	-2.7	1.7	-2.7	1.4	95.0
